IL2 activator: qHTS of IL-2 Activators | IL-2 activation reporter assay, cell-based qHTS; stimulated with anti-CD3/CD4/CD28 beads; in transgenic mouse T cells | activation, % (series mostly up to about 46 µM) | 360,000 compounds, 0.065% hits | AID 652025, 2013; in the data active = activation above about 50%; inconclusive = mostly about 30% to 49%; note: 0% is about no effect
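Unstimulated transgenic mouse T cells; 60-min compound exposure; bead-based TCR/CD4/CD28 stimulation; 18 h culture, 37 degrees C; dual fluorescence (EGFP, DsRed) plate cytometry.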
PI5P4K alpha inh: qHTS for Inhibitors of phosphatidylinositol 5-phosphate 4-kinase (PI5P4K) | Phosphatidylinositol 5-phosphate 4-kinase type-2 alpha (Homo sapiens), P48426 | PI5P4Kalpha enzyme, ADP-Glo luminescence, 60 min; stronger effect = lower value | max response, % | 330,000 compounds, 1.2% hits | AID 652105, 2013; active = max response of -50% or lower; inconclusive = between -30% and -50%; inactive = -30% or higher; note: value at the top dose of about 77 µM; % is set by controls: 0 for no effect and ±100 for the full control effect
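Controls without substrate or without enzyme flank wells where PI5P4Kalpha converts substrate using 5 microM ATP (final). Incubation lasts 60 minutes at room temperature; ADP formed is read by ADP-Glo luminescence.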
EPAC1 agonist: qHTS for Agonist of cAMP-regulated guanine nucleotide exchange factor 3 (EPAC1): primary screen; 360,000 compounds, 0.073% hits; AID 720707, 2013; Potency, µM (highest dose often 154 µM), inactives show at the highest dose activation, usual class: activators; Rap guanine nucleotide exchange factor 3 (Homo sapiens), O95398; EPAC1 agonist qHTS, biochemical assay; response scale: 100% = response to 6.5 mM cAMP; note: potency is the fitted concentration of half-maximal effect; nearly all actives have a fitted effect of over 60% in size
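Compounds were pinned as a concentration titration into mixtures of EPAC1 (100 nM), BODIPY-GDP-loaded Rap1B (250 nM) and GDP (50 uM). After 5 min at room temperature, fluorescence was followed for 30 min; activity was scaled to 6.5 mM cAMP.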
CCT modulator: High-Throughput Screening for Modulators of Cytosolic Chaperonin Activity | purified chaperonin ATPase assay, HTRF ADP detection, 30 min | activity change, % (no concentration beside the values), hits read low | 360,000 compounds, 0.3% hits | AID 651819, 2012; in the data active = activity change below about -30%; note: % is set by controls: 0 for no effect and ±100 for the full control effect
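We incubate TRiC, 40 or 20 nM final, with library compounds at 76 uM and 10 uM ATP for 30 min at 37 °C. ADP formed is detected with Transcreener HTRF reagents after 30 min at room temperature.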
EPAC1 antagonist: qHTS for Antagonist of cAMP-regulated guanine nucleotide exchange factor 3 (EPAC1): primary screen | EPAC1 GEF assay, Rap1b-BODIPY-GDP exchange fluorescence | Potency, µM (doses to about 115 µM), for inactives: at the top dose activity change, negative = inhibition, usual class: inhibitors | 360,000 compounds, 0.14% hits | AID 720709, 2013;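 note: potency is the fitted concentration of half-maximal effect; plate controls were vehicle for no effect and positive control for full effect; nearly all actives have a fitted effect of over 50% in size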
WRN inhibitor: qHTS for Inhibitors of WRN Helicase. 360,000 compounds, 0.46% hits. Potency, µM (titrated, usually from 114 µM), inactives show at the top dose activity change, negative = inhibition, most hits filed as inhibitors. AID 651768, 2012. Bifunctional 3'-5' exonuclease/ATP-dependent helicase WRN (Homo sapiens), Q14191. WRN helicase unwinding, fluorescent forked duplex, kinetic; note: potency is the fitted concentration of half-maximal effect; % is set by controls: 0 for no effect and ±100 for the full control effect; nearly all actives have a fitted effect of over 55% in size
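Fluorescence dequenching readout, ex 525 nm/em 598 nm, kinetic mode: forked duplex DNA (100 nM final) with adjacent fluorophore and quencher unwound by WRN (20 nM final) with 2 mM ATP. Compound preincubation 15 min, room temperature.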
EPAC2 ag: qHTS for Agonist of cAMP-regulated guanine nucleotide exchange factor 4 (EPAC2): primary screen | Rap guanine nucleotide exchange factor 4 (Homo sapiens), Q8WZA2 | EPAC2 activation, biochemical qHTS; response scale: 100% = 6.5 mM cAMP response | Potency, µM (doses to about 154 µM), for inactives: at the highest dose activation, usual class: activators | 360,000 compounds, 0.079% hits | AID 720711, 2013; note: potency is the fitted concentration of half-maximal effect; nearly all actives have a fitted effect of over 50% in size
Target sequence (Q8WZA2 whole entry, looked up): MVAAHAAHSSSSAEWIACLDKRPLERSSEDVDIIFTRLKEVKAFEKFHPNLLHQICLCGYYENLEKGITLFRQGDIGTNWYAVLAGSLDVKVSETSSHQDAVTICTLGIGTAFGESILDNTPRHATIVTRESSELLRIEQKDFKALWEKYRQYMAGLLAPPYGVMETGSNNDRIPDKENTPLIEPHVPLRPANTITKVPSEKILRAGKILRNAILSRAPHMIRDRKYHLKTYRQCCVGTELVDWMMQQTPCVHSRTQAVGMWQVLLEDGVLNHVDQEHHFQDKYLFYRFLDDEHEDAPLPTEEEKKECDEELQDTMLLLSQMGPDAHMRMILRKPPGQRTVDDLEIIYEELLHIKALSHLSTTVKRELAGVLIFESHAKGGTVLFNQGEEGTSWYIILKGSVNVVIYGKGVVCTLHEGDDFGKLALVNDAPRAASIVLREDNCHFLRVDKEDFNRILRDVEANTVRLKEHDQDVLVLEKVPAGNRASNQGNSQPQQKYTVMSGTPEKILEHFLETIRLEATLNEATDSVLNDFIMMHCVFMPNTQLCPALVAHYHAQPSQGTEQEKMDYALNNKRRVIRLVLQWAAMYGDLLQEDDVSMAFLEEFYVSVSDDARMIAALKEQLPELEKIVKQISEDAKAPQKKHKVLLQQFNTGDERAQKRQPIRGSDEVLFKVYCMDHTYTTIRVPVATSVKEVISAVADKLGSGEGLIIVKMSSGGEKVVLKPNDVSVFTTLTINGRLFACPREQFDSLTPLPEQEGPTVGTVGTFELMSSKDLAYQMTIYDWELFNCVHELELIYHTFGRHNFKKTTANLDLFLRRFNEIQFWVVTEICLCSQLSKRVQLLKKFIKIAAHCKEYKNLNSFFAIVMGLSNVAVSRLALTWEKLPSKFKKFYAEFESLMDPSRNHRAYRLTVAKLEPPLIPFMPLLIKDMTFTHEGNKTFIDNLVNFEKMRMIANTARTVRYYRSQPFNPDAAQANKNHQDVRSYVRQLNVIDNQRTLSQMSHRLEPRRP
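Guanine nucleotide exchange by EPAC2 is measured as reduced fluorescence of BODIPY-GDP once it is released from 250 nM Rap1B. Plates are read kinetically for 30 min at room temperature; results are scaled to 6.5 mM cAMP.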
PLK1 PBD inh: qHTS for Inhibitors of PLK1-PDB (polo-like kinase 1 - polo-box domain): Primary Screen. Plk1 PBD binding of FITC phosphopeptide, fluorescence polarization. Serine/threonine-protein kinase PLK1 (Homo sapiens), P53350. Potency, µM, for inactives: max response, negative = inhibition, actives largely listed as inhibitors. 360,000 compounds, 2.8% hits. AID 720504, 2013; note: potency is the fitted concentration of half-maximal effect; series mostly up to about 57 µM; % is set by controls: 0 for no effect and ±100 for the full control effect; nearly all actives have a fitted effect of over 65% in size
An asterisk follows results filed as active; ? = inconclusive; . = not tested or not shown; [ ] = dose if it differs, or a comment. Unless noted, calls come from the whole dose curve; as a rule, active = well fitted curve in the direction sought with a large enough effect; inconclusive = small, poorly fitted or top-dose-only effect, or another doubt; inactive = no such curve, though single readings can be large; an effect the other way counts as inactive or inconclusive.

SMILES | IL2 activator | PI5P4K alpha inh | EPAC1 agonist | CCT modulator | EPAC1 antagonist | WRN inhibitor | EPAC2 ag | PLK1 PBD inh
O=C(CSc1ncn[nH]1)Nc1ccccc1Sc1ccc(Cl)cc1 | 0.3 | 12 | 5% | 2.0 | -3% | -11% | -11% | -10%
CC(=O)N(Cc1ccccc1)Cc1nc2sc(C)c(C)c2c(=O)[nH]1 | 0.9 | 7 | -3% | 0.6 | -14% | -11% | 8% | -1%
C/C(=C\c1ccccc1)CN1CCN(Cc2ccc(C)o2)C(CCO)C1 (stereo not given) | -2.2 | 1 | 3% | -2.5 | 1% | 4% | 4% | -19%
COC(=O)CCC/C=C1/SCC(NC(=O)c2ccccc2)C1O (stereo not given) | 0.5 | . | 4% | -3.4 | 1% | -33% | 11% | -27%
CC(C)n1c(SCC(=O)Nc2ccccc2)nc2c1c(=O)[nH]c(=O)n2C | -0.5 | -8 | -3% | -10 | -2% | -19% | 3% | -2%
Cc1cc(C)c(-n2[nH]nnc2=S)c(C)c1 | 0.3 | -23 | -3% | -0.5 | -29% | -7% | 11% | 30µM*
CN(Cc1nc2ccccc2[nH]1)Cc1nc(CC2CC2)no1 | 0.6 | 5 | 2% | -0.5 | -13% | -3% | 5% | -3%
Cc1noc(C)c1C(=O)Nc1ccc(-n2ccc(C(F)(F)F)n2)cc1 | -5.0 | ? | -7% | -3.0 | -18% | -35% | 3% | -1%
C/C(CC(=O)Nc1ccc2c(c1)OCCO2)=N\NC(=O)Cc1ccccc1 | -0.2 | 3 | 6% | -1.1 | -6% | 7% | 12% | -10%
Cc1cc(NC(=O)c2c(Cl)c(C)nn2C)no1 | -2.8 | -1 | 1% | -0.3 | 1% | 0% | 0% | -12%
CCC(Oc1ccccc1)C(=O)N1CCC(C(N)=O)CC1 (stereo not given) | 1.3 | -1 | 11% | 0.4 | 5% | 8% | 1% | -13%
CCCC[C@@H]1CNCCN1CC1(c2ccccc2)CC1 | 0.1 | 3 | 1% | -5.2 | 1% | 3% | 3% | -11%
CCN1CCN(C(=O)C(Cc2ccccc2)NC(=O)c2ccc(Cl)c(S(=O)(=O)N(C)C)c2)CC1 (stereo not given) | -0.3 | 3 | 19% | -2.3 | -4% | 0% | 6% | -11%
COC(=O)CN(C(=S)Nc1ccc(F)cc1)C1CC(=O)N(c2ccccc2)C1=O (stereo not given) | -3.3 | -4 | -4% | -2.2 | -26% | 2% | -9% | -27%
Nc1c(-c2ccccc2)c(CSc2nc3ccccc3[nH]2)nn1-c1ccc(C(=O)O)cc1 | 5.6 | -26 | -10% | 1.8 | 8% | 11% | 1% | 15µM*
Cc1cc(-c2ccco2)n(CC(=O)NCCCc2ccccc2)n1 | -0.6 | 5 | 1% | 0.0 | -6% | -3% | 2% | -8%
CN(C(=O)CCN1C(=O)c2ccccc2C1=O)C1CCCCC1 | -0.4 | . | 6% | -0.3 | 6% | -13% | 8% | -16%
CC1CCN(S(=O)(=O)c2ccc(N=NC3=C(O)CC(C)(C)CC3=O)cc2)CC1 | -1.0 | 35 | -4% | -2.6 | 0% | 7% | -10% | 1%
COc1ccc(S(=O)(=O)N2CCCCCC2)cc1C(=O)N(C)Cc1ccccc1F | -1.0 | -7 | -13% | -1.1 | -7% | -4% | 2% | -1%
CCNC(=O)NC(=O)COC(=O)C1CSC2(C)CCC(=O)N12 (stereo not given) | 0.8 | 0 | -3% | -8.9 | 9% | 9% | -2% | -2%
CCOC(=O)N1CCC(N2CCN(S(=O)(=O)c3ccc4ccccc4c3)CC2)CC1 | -5.0 | . | 18% | -1.7 | -15% | 6% | 16% | -9%
CCCC(C(=O)NCc1ccco1)N(CC1CCCO1)C(=O)CNS(=O)(=O)c1ccc(F)cc1 (stereo not given) | 1.9 | -6 | 4% | -0.2 | -4% | 5%[57.1 µM] | 1% | -5%
COc1cc2cc(CN(CCN3CCCC3)C(=O)Nc3ccccc3Cl)c(=O)[nH]c2cc1OC | -1.9 | 4 | 2% | -1.8 | 2% | -9% | 0% | -2%
Nc1nc(SCC(=O)Nc2cccc(Oc3ccccc3)c2)n[nH]1 | -1.6 | 2 | 0% | -0.9 | -23% | 1% | 12% | -20%
CCOc1ccc(CCNC(=O)COC(=O)c2c(C)nn(-c3ccccc3)c2C)cc1OCC | -1.2 | -6 | -5% | -2.3 | -17% | 11% | -6% | 4%
The results go on.
SMILES | IL2 activator | PI5P4K alpha inh | EPAC1 agonist | CCT modulator | EPAC1 antagonist | WRN inhibitor | EPAC2 ag | PLK1 PBD inh
CCc1ccc(NC2=NCC(c3ccccc3)S2)cc1 (stereo not given) | -3.6 | 6 | 8% | -1.9 | -15% | -9% | 19% | -11%
N#CC1=C(N)Oc2c(O)cc3ccccc3c2C1c1ccsc1 (stereo not given) | -6.1 | -29 | 16% | 0.9 | -28% | ? | 20% | -13%
C=CCC1CCCCC1=C(C#N)c1ccccc1 (stereo not given) | -4.6 | 0 | 0% | -0.8 | 22% | 10% | -3% | -8%
c1ccc(COc2cccc(CNCc3cccs3)c2)cc1 | -0.7 | -6 | 10% | -2.4 | -6% | -18% | 2% | -4%
O=C(N/C(=C/C=C/c1ccccc1)C(=O)N1CCCCC1)c1ccc([N+](=O)[O-])cc1 | 1.4 | -1 | 2% | -0.8 | -18% | 1% | 5% | -2%
COc1ccc(OCC(=O)N2CCc3ccccc32)c([N+](=O)[O-])c1 | -3.2 | 1 | -1% | 0.6 | 6% | 10% | 5% | 0%
Cc1ccccc1Cn1ccc(NC(=O)CCSc2nc(-c3ccco3)cc(C(F)(F)F)n2)n1 | -2.9 | -4 | -5% | -3.2 | -12% | -11% | -1% | 1%
COc1ccc(NC(=O)CSc2nc(O)cc(=O)n2-c2ccccc2OC)cc1 | 0.3 | . | 4% | 0.3 | ? | -24% | 11% | -4%
COc1ccc2[nH]c(C(=O)N/N=C/c3ccccc3OC)cc2c1 | -0.1 | -1 | 6% | 0.1 | -6% | -20% | 13% | -1%
NC(=O)C1CC(=O)N(c2ccc(OCC(=O)NCc3ccccc3)cc2)C1 (stereo not given) | -0.1 | -2 | -1% | 1.5 | -4% | 9% | 7% | 3%
CCCCC(=O)Nc1cccn2ncnc12 | 0.8 | 1 | -4% | -0.9 | -5% | -12% | 5% | -9%
Cc1ccc(CN(CCO)CCO)cc1 | -2.3 | -1 | 9% | -0.2 | -15% | -3% | 1% | 5%
CCOc1ccc(S(=O)(=O)NCCC(=O)N2CCC(Cc3ccccc3)CC2)cc1 | 0.1 | 3 | 6% | -0.6 | -10% | 2% | 15% | -3%
CN1CCN(/N=C/c2ccc(OCc3ccccc3)cc2)CC1 | 1.2 | 1 | -12% | -1.8 | -4% | 2% | 11% | -10%
CCCN(Cc1ccccc1)C(=S)Nc1cccc(C)c1C | 1.4 | 7 | 6% | 0.2 | 2% | 3% | -15% | -4%
CC(C)N(C(=O)CSc1nnc(CSc2ncccn2)n1C)C(C)C | 0.1 | -1 | 5% | 1.9 | -4% | -6% | 3% | -1%
C/C(=N/NC(=O)c1ccc(Cn2cccn2)o1)c1cccc(NC(=O)c2ccncc2)c1 | -2.2 | 1 | 3% | 1.5 | -8% | -3% | 7% | -12%
COc1cccc(OCc2nnc(SCC(=O)OCc3ccccc3)o2)c1 | -0.6 | . | 19% | -1.2 | -13% | -15% | 16% | -17%
CC(=O)N/C(=C\c1ccc(F)cc1)C(=O)OCc1ccccc1 | -3.7 | 2 | 1% | -3.5 | -4% | 4% | 13% | 1%
Cc1cccc(NC(=O)c2ccc(N3C(=O)C4C5C=CC(C6CC56)C4C3=O)cc2)c1 (stereo not given) | -2.1 | -2 | -9% | -0.6 | -3% | -11% | 1% | -5%
C#CCCc1cocc1/C=[N+](\[O-])c1ccc(C(=O)OCC)cc1 | -0.5 | ? | 6% | 0.4 | -2% | -9% | 0% | -16%
CCOc1ccc(NC(=S)NNc2ccnc3cc(Cl)ccc23)cc1 | -1.2 | 3 | 11% | 2.6 | -7% | -8% | -17% | ?
COc1ccc(S(=O)(=O)c2cnc3ccc(OC)cc3c2N2CCC3(CC2)OCCO3)cc1 | -3.0 | 1 | -4% | 0.2 | -22% | -13%[57.1 µM] | -5% | 12%
Cc1ccc2nc(-c3ccco3)c(Cc3cccc(F)c3)n2c1 | -0.7 | -24 | -5% | -0.7 | -18% | -15% | 11% | -9%
COCCCNC(=O)c1ccccc1Sc1ccc(NC(C)=O)nc1 | -2.6 | 1 | -8% | 0.8 | 14% | 8% | 2% | -1%

Just EPAC1 antagonist (two entries from above):
| SMILES | EPAC1 antagonist |
| --- | --- |
| CC(C)N(C(=O)CSc1nnc(CSc2ncccn2)n1C)C(C)C | -4% |
| C/C(=N/NC(=O)c1ccc(Cn2cccn2)o1)c1cccc(NC(=O)c2ccncc2)c1 | -8% |

(list continues)
SMILES | IL2 activator | PI5P4K alpha inh | EPAC1 agonist | CCT modulator | EPAC1 antagonist | WRN inhibitor | EPAC2 ag | PLK1 PBD inh
CC(NC(=O)c1cccc(S(=O)(=O)N(C)c2ccccc2)c1)c1cccnc1 (stereo not given) | -0.7 | 0 | -5% | -1.3 | 5% | -4% | 6% | 0%
CC(OC(=O)c1ccco1)C(=O)Nc1ccc(C(F)(F)F)cc1 (stereo not given) | 0.7 | -1 | 4% | 3.4 | -2% | 0% | 5% | -6%
Clc1cccc(Cl)c1Cn1nnc(N2CCCC2)n1 | -1.0 | 6 | 1% | -0.2 | 12% | -1% | 13% | -12%
COc1ccc(C(CC(=O)O)NC(=O)c2ccccc2)cc1OC (stereo not given) | -4.3 | -4 | -6% | -0.4 | 1% | -12% | 11% | -4%
COC(=O)c1sc(NC(=O)CCCn2nc([N+](=O)[O-])cc2C)c(C(=O)OC)c1C | -0.6 | 5 | -11% | 0.0 | -24% | -6% | 7% | -12%
CC(C)CCNc1nc2ccccc2nc1NS(=O)(=O)c1cccs1 | 0.4 | -4 | 10% | -4.1 | -12% | -11% | 1% | -12%
C=CCOC(=O)C1=C[C@H](c2cn(C(C)=O)c3ccccc23)[C@@H](CCCO)[C@H](OCC)O1 | -0.1 | 4 | 9% | 1.5 | 4% | 3% | 7% | -7%

The list is partial; count on the stated rates, not on these rows.
